# KDM5B inh = Primary screen for KDM5B Histone Demethylases FDH-coupled qHTS; Lysine-specific demethylase 5B (Homo sapiens), Q9UGL1; KDM5B demethylase, FDH-coupled NADH fluorescence (FDH is formaldehyde dehydrogenase); Potency, µM (highest dose often 57.7 µM), inactives show top-dose activity change, negative = inhibition, most hits filed as inhibitors; hit rate 2.6% among 220,000; AID 1347165, 2019; active = well fitted inhibition curve with a large enough effect; inconclusive = small, poorly fitted or top-dose-only effect; inactive = no such curve, though single readings can be large or run the other way; also: 0% is about no effect; nearly all actives have a fitted effect of over 70% in size
#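 KDM5BΔAP (200 nM final) in 50 mM HEPES pH 7.5, 0.01% Tween-20 was preincubated 10 min at RT with compound over a concentration range. Substrate mix (H3K4me3 12.5 µM, α-KG 25 µM, Fe²⁺, ascorbate, NAD⁺, FDH) was added, and NADH fluorescence change over 30 min gave dose-response curves.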
# Active calls of the source: *; ? = inconclusive; & = joins results of further samples; [ ] = another dose, or the depositor's remark. Potency is read from the fitted curve at half-maximal effect.
SMILES,KDM5B inh
c1cc(-c2cc3c(ccn3Cc3ccncc3)c(N3CCOCC3)n2)c2[nH]ncc2c1,25.1µM*
Cc1ccc(C2CCN(C(=O)Nc3ccc(Cl)c(Cl)c3)C2)cc1 (stereo not given),-22.8%
FC(F)(F)c1cc(Cl)c2nc(C34CC5CC(CC(C5)C3)C4)cn2c1,17.5%
Cc1[nH]c(=O)[nH]c(=O)c1CC(=O)N[C@@H]1COCC[C@@H]1OCc1ccccc1,26.9%
COc1ccc(CCNC(=O)Cn2c(=O)c3sccc3n(CC(=O)Nc3cccc(C(F)(F)F)c3)c2=O)cc1OC,-3.7%
CC(=O)N1CCN(C(C(=O)O)c2cn(CC(=O)O)c3cc(Cl)ccc23)CC1 (stereo not given),12.7%
COc1ncccc1CNC[C@H]1O[C@@H]2C[C@@H](CC(=O)NCc3cnn(C)c3)O[C@@H]2[C@@H]1O,12.4%[86.2 µM]
C[C@H](c1onc(-c2ccc(Cl)cc2)c1C(=O)O)N(C)C,-10.4%[86.2 µM]
COc1ccc(CCNC(=O)/C=C/c2ccc3ccccc3n2)cc1OC,-3.3%
CCc1cccc2c(C(CC(=O)N3CCc4ccccc4C3)c3cccc4c3OCO4)c[nH]c12 (stereo not given),?
O=C(Cn1nc(-c2cccc([N+](=O)[O-])c2)c2ccccc2c1=O)Nc1cccnc1,13.2%
O=C1CC(c2ccccc2)Cc2[nH]c(=O)c(C(=O)Nc3cccc(Cl)c3)cc21 (stereo not given),5.2%
COc1ccc(OC)c(CNS(=O)(=O)c2ccc(-c3coc(C)n3)cc2)c1,-12.7%
O=c1oc2ccc(Br)cc2cc1-c1csc(Nc2c(F)cccc2F)n1,6.8%
CNC(=O)CSc1nc(NC2CC2)c2ccccc2n1,-13.8%
CCCN(C(=O)c1nn(-c2ccc(C)cc2)c(=O)c2c1c1ccccc1n2C)c1ccccc1C,?
Cc1ccc(S(=O)(=O)N(CC(=O)Nc2ccccc2C(=O)O)c2cccc(Cl)c2)cc1,8.8%
C=CCn1c(C)cc(C(=O)COC(=O)c2csc(NCc3ccccc3)n2)c1C,-0.2%
Oc1c(C(c2ccc(F)cc2)N2CCN(Cc3ccccc3)CC2)sc2nc(-c3ccco3)nn12 (stereo not given),?
CCCCn1c(-c2ccc(Cl)cc2)nc2c(=O)n(C)c(=O)[nH]c21,3.1%
COc1ccccc1C(=O)N1CCCN(c2nnc3ccccn23)CC1,31.6µM*
Nc1ncccc1C(=O)OCC(=O)NC1CCCCCC1,?
Clc1ccc(-c2nc(CN3CCCC3c3cccs3)co2)cc1 (stereo not given),7.2%
CC[C@@H]1[C@@H](NC(=O)c2cc(C)nc3c2c(=O)[nH]c(=O)n3C)[C@@H]2CCO[C@H]12,?
COCCN1C(=O)CS(=O)(=O)C12CCN(C(=O)Cc1ccc(Cl)cc1)CC2,-9.1%
# (more compounds)
SMILES,KDM5B inh
N#Cc1ccc(/C=N/Nc2nc(Nc3ccccc3)nc(N3CCCCC3)n2)cc1,12.7%
CCOc1cccc(C2c3c(-c4ccccc4O)n[nH]c3C(=O)N2Cc2ccncc2)c1 (stereo not given),9.7%
O=C(O)c1cc2ccccc2cc1Nc1ccccc1,-12.5%
Cc1ccc(NC(=O)C2=C(c3ccccc3)NC(=S)NC2c2ccc(F)cc2)cc1 (stereo not given),-28.4%
CC1=C[C@@H](CNC(=O)Nc2ccccc2)[C@H](C(C)C)C[C@H]1CC(=O)NCCN(C)C,5.6%[86.2 µM]
COc1ccc(CNC(=O)CCc2c(C)c3cc4c(C)coc4c(C)c3oc2=O)cc1OC,?
CC(C)(C)NC(=O)NC(=O)CSc1nc(-c2ccco2)nc2ccccc12,?
N#Cc1ccc(OCC(=O)N[C@@H](Cc2ccccc2)c2nc3ccccc3[nH]2)cc1,13.1%
CN(C)C(=O)CCCCCCCCC(=O)N(C)C,11.6%
COC(=O)c1ccc(Oc2nc(N(C)C)nc(N(C)C)n2)cc1,18.0%
COc1cc(OC)cc(-c2nnc(SCc3nc4ccccc4o3)o2)c1,-2.6%
COc1ccc(C)cc1NC(=O)Cn1c(C)cc2nc3n(c(=O)c21)CCCCC3,-1.3%
O=C(O)/C=C/C(=O)c1ccc(F)cc1,-8.2%
CC(=O)c1c[nH]c2ccc(Br)cc12,-14.3%
COc1ccc(-c2nnc(SCc3nc(C)no3)n2CCc2ccccc2)cc1,-10.3%
COc1cccc(CNC(=O)CCCn2nc(C)n3c(cc4sccc43)c2=O)c1,-5.7%
CCn1cnc2c1c(=O)n(CC(=O)NCC1(c3ccccc3)CC1)c(=O)n2Cc1ccccc1,11.5%
COCCCNC(=O)c1c(NC(=O)Cc2coc3c(C)c(C)ccc23)sc2c1CCCC2,1.2%
Cc1ccc(C2Cn3nnc(C(=O)N4CCC(C(=O)NCCN5CCCC5)CC4)c3CO2)cc1 (stereo not given),-1.9%
COc1ccc(CCNC(=O)CCc2c(C)nc3c(-c4ccc(F)cc4)c(C)nn3c2C)cc1OC,-13.2%
CC1(C)CC(=O)c2cc(C#N)c(SCc3cc4c(cc3Cl)OCO4)nc2C1,9.4%
CCCN(CC(=O)NC(=O)Nc1ccc(C)c(C)c1)Cc1nnc(-c2cccs2)o1,5.1%
COc1cc(-c2noc(-c3cc4cc(F)ccc4oc3=O)n2)cc(OC)c1OC,-16.5%
Fc1ccccc1CN1CC[C@H](c2nnc(Cc3ccccc3)o2)C1,-12.5%[86.2 µM]
Cc1cc(C)cc(Oc2nc3ccccn3c(=O)c2/C=C(\C#N)c2nc3ccccc3s2)c1,?
# Remaining list, next part:
SMILES,KDM5B inh
CC(C1CC1)N(Cc1ccccc1)S(=O)(=O)c1cc(S(C)(=O)=O)ccc1Cl (stereo not given),1.0%
Fc1cc(F)cc(Cc2nc3nccc(-c4ccncc4)n3n2)c1,-10.9%
CCn1cc(S(=O)(=O)N[C@@H]2CCOC[C@H]2O)c(C)n1,40.4%[activator]
CCc1nc(-c2c3n(c(=O)n(CC(=O)Nc4cccc(C)c4C)c2=O)CCCC3)no1,27.7%
CC(C)Cn1cc(NC(=O)N2CCN(c3cccc(Cl)c3)CC2)c2ccccc2c1=O,?
Cc1ccc(OCCN(C)Cc2cc(=O)oc3c(C)c(O)ccc23)cc1,?
CCc1ccc(-c2ccccc2)nc1-c1ccccc1,13.2%
CCOc1ccc(NC(=O)CSc2nc3ccccc3nc2N2CCOCC2)cc1,?
Cc1cc(-c2ccc(S(=O)(=O)N3CCN(c4ccccc4)CC3)s2)n[nH]1,1.9%
CS(=O)(=O)N1CCc2nc(-c3ccc(Cl)cc3)[nH]c2C1,?
Cc1oc(-c2ccccc2)nc1C(=O)Nc1ccc(F)c(F)c1,14.3%
Cc1cccc(NC(=O)COc2ncnc3ccccc23)c1C,18.8%
O=C(NC1C[C@H]2CC[C@@H](C1)N2C(=O)C1CCOCC1)c1ccncc1 (stereo not given in full),-8.6%
O=C(NCCc1ccccc1)C1CCN(c2nc3ccccc3nc2C(F)(F)F)CC1,-0.7%
CNc1snc(C)c1C(=O)OCC(=O)c1ccc(Cl)cc1,-3.7%
O=C1CN(C(=O)c2ccccc2F)C(c2ccc(F)cc2)c2cc(Br)ccc2N1 (stereo not given),-6.6%
COc1cc(=O)n2c(c1C(=O)Nc1ccc(Cl)c(F)c1)CCCC2,11.0%
O=C(NCCc1cccs1)c1noc(-c2ccc(F)cc2)n1,9.2%
Cc1ccc2c(Cl)cc(Cl)c(OCC(=O)N3CCCCC3)c2n1,52.3%[activator]
COc1ccc2oc(=O)c(S(=O)(=O)c3ccc(C)c(C)c3)cc2c1,-19.2%
Nc1nc(CSc2nnnn2-c2ccccc2)nc2ccccc12,0.7%
CC(C)CCN1CCC(N2CCN(C(=O)C3CCC3)CC2)C1=O (stereo not given),9.1%
COC(=O)CNC(=O)Cn1ccc2ccc(Cl)cc21,7.9%
Cc1c(C(=O)N(C)C)sc2c1c(=O)n(-c1ccc(Cl)c(Cl)c1)c(=O)n2CC(=O)C(C)(C)C,-5.1%
Cc1ccc(S(=O)(=O)CC(=O)Nc2cc(C(C)C)no2)cc1,21.7%
# The list goes on.
SMILES,KDM5B inh
Cc1c(C(=O)N(Cc2ccccc2F)C2CCS(=O)(=O)C2)oc2ccccc12 (stereo not given),-2.8%
C[C@H]1[C@@H]2[C@H]3OC(=O)[C@@H](C)[C@@H]3CC[C@@]2(C)CC[C@@H]1NC(=O)C1CCCCC1,8.7%[86.2 µM]
CN1CC(=O)N(c2cccc(F)c2)Cc2c1ncnc2N1CCC(F)CC1,4.8%[115 µM]
Cc1ccc(C)c(C(=O)COC(=O)c2ccccc2C)c1,13.3%
CN1[C@@H](CCC(=O)NCc2ccccc2)CNC(=O)[C@@H]2[C@H]1CCN2Cc1ncc[nH]1,-4.0%[86.2 µM]
COc1cc(NC(=O)NCC2CCN(Cc3ccccc3Cl)CC2)cc(OC)c1OC,-4.9%
Cc1noc(Cn2c(=O)c(C#N)cn(C3CC3)c2=O)n1,20.2%
O=c1n(-c2ccncc2)nc2n1CCN(Cc1ccc(F)cc1)C2,-25.5%[86.2 µM]
COc1ccc(NC(=O)c2c(NCc3ccc(C)o3)sc3c2CCC(C)C3)cc1 (stereo not given),?
CC(C)N[C@H]1CC(C)(C)[C@@H]2C[C@@](C)(O)CC[C@]12CCC(=O)NCCc1c[nH]c2ccccc12,-0.5%
COc1ccc(C2CC(=O)c3c([nH]c(C(=O)OC4CCCC4)c3C)C2)cc1OC (stereo not given),-4.6%
CC(C)=CC(=O)NC1CCCc2ccccc21 (stereo not given),8.1%
CC(OC(=O)C1=CN2CCS(=O)(=O)N=C2C=C1)C(=O)Nc1ccccc1 (stereo not given),?
COc1cc(/C=C/C(=O)c2ccc3c(c2)OCCO3)cc2c1OCO2,-33.2%
COc1cc(C2c3c(-c4cc(C)ccc4O)n[nH]c3C(=O)N2Cc2cccnc2)cc(OC)c1OC (stereo not given),5.1%&15.2%
Cc1cc(C)c2c(CC(=O)Nc3ccc(S(=O)(=O)N4CCCC(C)C4)cc3)coc2c1 (stereo not given),17.4%
O=C(CSc1ncc2c(n1)-c1cc(Cl)ccc1N(Cc1ccccc1)S2(=O)=O)Nc1ccc(F)cc1F,-27.6%
Cc1ccc(NC2=C(C(=O)N3CCOCC3)S(=O)(=O)c3ccccc32)cc1F,-14.1%
Cc1cn2nnc(C(=O)NCc3ccco3)c2c(=O)[nH]1,?
COc1ccc(Nc2nc(N3CCOCC3)c3cnn(C)c3n2)cc1,?
CC(=O)N1CCc2cc(CNC(=O)Cc3ccc(F)cc3)ccc21,-24.9%
Cc1ccccc1CNC(=O)c1ccc(CS(=O)Cc2ccc(Cl)cc2)o1 (stereo not given),-20.4%
COCc1cc(=O)n(CC(=O)Nc2cc(C)ccc2C)c(N2CCOCC2)n1,-0.6%
O=C(Nc1nonc1-c1ccc(Cl)cc1)c1ccccc1F,4.2%&-15.7%
COCC(=O)N(C1CCOCC1)C1CCN(S(=O)(=O)c2ccccc2)CC1,-14.4%

# Fetched by compound from the entries so far:
SMILES,KDM5B inh
Cc1ccc(NC2=C(C(=O)N3CCOCC3)S(=O)(=O)c3ccccc32)cc1F,-14.1%
CN1[C@@H](CCC(=O)NCc2ccccc2)CNC(=O)[C@@H]2[C@H]1CCN2Cc1ncc[nH]1,-4.0%[86.2 µM]
COc1ccc(Nc2nc(N3CCOCC3)c3cnn(C)c3n2)cc1,?
CC(C)N[C@H]1CC(C)(C)[C@@H]2C[C@@](C)(O)CC[C@]12CCC(=O)NCCc1c[nH]c2ccccc12,-0.5%
Cc1ccc(C)c(C(=O)COC(=O)c2ccccc2C)c1,13.3%

# Following part:
SMILES,KDM5B inh
Nc1ncnc(Nc2cc(C(F)(F)F)cc(C(F)(F)F)c2)n1,17.9%
CC(C)(N)C(=O)N1CCCC(N2CCN(c3ccccc3F)CC2)C1 (stereo not given),-12.6%
CN(CC(=O)NC(=O)NCc1ccco1)Cc1cccs1,-21.7%
NCc1ccccc1-c1ccccn1,-22.8%[230 µM]
Cn1c(=O)c2c(-c3ccccc3)n3c(c2n(C)c1=O)C(c1ccc(C#N)cc1)Nc1ccccc1-3 (stereo not given),-3.1%
CCCCN(C)S(=O)(=O)c1ccc(NC(=O)Cc2nc(-c3ccccc3)oc2C)cc1,8.7%
O=C1NCCCN1C1CCN(Cc2ccc(C(F)(F)F)cc2)CC1,-16.5%[86.2 µM]
O=C(Nc1ccc(Cl)cc1)c1nc2c(o1)CCN(Cc1cccc(F)c1F)CC2,35.5µM*
O=C(CCc1cccnc1)N1CC(CNc2ccccc2)C2(C1)CN(c1ccccc1)C2 (stereo not given),-27.9%[86.2 µM]
COCCN1C(=O)c2cccn2CC1CNC(=O)CCCc1ccccc1 (stereo not given),1.3%
Cc1nc(SCc2ccc(F)cc2)n[nH]1,3.1%
CCOCc1nc(C2CCCN(C(=O)CCc3ccccc3)C2)no1 (stereo not given),27.5%
COc1ccc(N2CCN(CCN3C(=O)c4ccccc4C3=O)CC2)cc1,-8.0%
Cc1cc(C)cc(NC(=O)C(Sc2nnc(-c3ccoc3C)o2)c2ccccc2)c1 (stereo not given),1.5%
Cc1ccsc1-c1nc(CN2CCC(CCn3cccn3)CC2)c(C)o1,?
O=C(COc1ccc([N+](=O)[O-])cc1)NCCc1nc2ccccc2[nH]1,19.1%

# Part of the list above, with tabs.
structure	KDM5B inh
Nc1ncnc(Nc2cc(C(F)(F)F)cc(C(F)(F)F)c2)n1	17.9%
CC(C)(N)C(=O)N1CCCC(N2CCN(c3ccccc3F)CC2)C1 (stereo not given)	-12.6%
CN(CC(=O)NC(=O)NCc1ccco1)Cc1cccs1	-21.7%
NCc1ccccc1-c1ccccn1	-22.8%[230 µM]
Cn1c(=O)c2c(-c3ccccc3)n3c(c2n(C)c1=O)C(c1ccc(C#N)cc1)Nc1ccccc1-3 (stereo not given)	-3.1%
CCCCN(C)S(=O)(=O)c1ccc(NC(=O)Cc2nc(-c3ccccc3)oc2C)cc1	8.7%

# The list is partial; rates above refer to the full screens.
